Compound activity as filed in PubChem BioAssay.
SMARCA2 act = SMARCA2 function activation, primary screen | activation, % at 9.1 µM | 1% of 370,000 active | AID 652017 | MG213 cells, MMTV-luciferase reporter, dexamethasone, overnight; in the data active = activation above about 7.8%;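 also: 0% = vehicle wells and 100% = reference activator wells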
PLC-beta3 inh = inhibitors of human phospholipase C beta3 | AID 720704 | Purified PLC-beta3, fluorogenic substrate, fluorescence | inhibition, % at 12.2 µM | 0.18% of 370,000 active; in the data active = inhibition above about 11%;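 also: 0% = median of compound wells on plate and 100% = full blocker control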
HGIII-sPLA2 inh = Blocks human group III sPLA2 activity. QFRET BODIPY PC-A2 liposome hydrolysis, fluorescence. 0.56% of 370,000 active. Q9NZ20. inhibition, % at 12.2 µM;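 active = inhibition above mean plus 3 SD of compounds lying within the high and low control bounds, cut at about 19% in these data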;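 also: 0% = median of test compound wells and 100% = no enzyme DMSO wells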
Target sequence (Q9NZ20 whole entry, looked up): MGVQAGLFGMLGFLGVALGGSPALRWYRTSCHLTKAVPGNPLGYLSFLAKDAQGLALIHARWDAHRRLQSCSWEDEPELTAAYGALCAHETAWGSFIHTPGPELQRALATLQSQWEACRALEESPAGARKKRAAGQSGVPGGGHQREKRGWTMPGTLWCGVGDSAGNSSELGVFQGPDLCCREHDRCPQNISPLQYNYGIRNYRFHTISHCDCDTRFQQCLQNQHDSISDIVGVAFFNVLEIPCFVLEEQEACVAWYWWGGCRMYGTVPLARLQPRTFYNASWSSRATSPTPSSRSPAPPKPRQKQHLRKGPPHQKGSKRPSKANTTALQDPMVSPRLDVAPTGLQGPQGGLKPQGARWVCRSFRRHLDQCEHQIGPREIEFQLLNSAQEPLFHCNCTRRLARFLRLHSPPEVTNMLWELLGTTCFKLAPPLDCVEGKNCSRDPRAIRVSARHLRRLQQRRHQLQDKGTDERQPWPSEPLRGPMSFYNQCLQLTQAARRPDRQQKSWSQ
ssDAF-12 act = activates DAF-12 receptor from parasite S. stercoralis. HEK293 ssDAF-12/GRIP1 lit1-tk-luc reporter, luminescence; % of 3 µM dafachronic acid response. activation, % at 6.8 µM. 1% of 370,000 active;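 active = activation above the mean over all tested compounds plus 3 SD, cut at about 0.9% in these data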;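 also: 0% = DMSO-only wells and 100% = 3 µM delta7-dafachronic acid wells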
PG9 Ab binder = binds the HIV-1 gp120 antibody PG9; TR-FRET gp120-PG9 antibody binding; 0.43% of 360,000 active; inhibition, % at 6.7 µM; in the data active = inhibition above about 8.5%
hgDAF12 agonist = activates the H. glycines DAF-12 receptor ligand-binding domain; HEK293 GAL4-hgDAF12 UAS-luciferase reporter, agonist luminescence; normalized to butyrate control; activation, % at 6.8 µM; 1.8% of 370,000 active;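 active = activation above a cutoff set at the mean of all screened compounds plus 3 SD, cut at about 10% in these data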;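 also: 0% = DMSO wells and 100% = sodium butyrate wells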
DAX1 inh-1 = blocks DAX1 repression of SF-1 activated StAR promoter; HEK293T StAR-luciferase reporter, SF-1/DAX-1 repression relief; inhibition, % at 6.8 µM; 1.1% of 370,000 active; AID 652010;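 active = inhibition above the mean over all tested compounds plus 3 SD, cut at about 3.6% in these data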;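 also: 0% = DAX-1 cells with DMSO and 100% = cells lacking DAX-1 with DMSO; higher inhibition means more luminescence from relief of DAX-1 repression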
FXN GAA850 act = increases GAA850 frataxin promoter reporter activity; HEK293 lucGAA850 FXN promoter luciferase reporter, 24 h; percent of 10 µM SAHA response; activation, % at 6 µM; 0.56% of 360,000 active; AID 540364;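 active = activation above the average of all compounds screened plus 3 SD, cutoff fixed separately per campaign, cut at about 7.5% in these data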;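 also: 0% = DMSO wells and 100% = 10 µM SAHA wells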
hcDAF-12 act = H. contortus DAF-12 activation, primary screen; AID 652067; 1.4% of 370,000 active; activation, % at 6.8 µM; HEK293 hcDAF-12 lit1-tk-luc reporter, luminescence; 0% DMSO, 100% Δ7-dafachronic acid;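 active = activation above the mean of all tested compounds plus 3 SD, cut at about 5.5% in these data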;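 also: 100% = response to 3 µM Δ7-dafachronic acid high control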
NR1D1 modulator = modulates human Rev-erb alpha binding to DNA. activity, % at 10 µM. Rev-erbα–FITC-DNA binding, fluorescence polarization, 90 min. AID 1259318. 0.79% of 370,000 active. P20393;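 active = activity above about 14%, limit read from the data; passing the limit was not always enough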;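 also: 0% = DMSO wells with 35 nM protein and 100% = DMSO wells with 750 nM protein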
DAX1 inh-2 = NR0B1 (DAX1) inhibition; 0.99% of 340,000 active; AID 504766; HEK293 Gal4-DAX1 luciferase reporter, luminescence; P51843; inhibition, % at 6.75 µM;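 active = inhibition above the mean over all tested compounds plus 3 SD, cut at about 4.2% in these data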;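 also: 0% = DAX1-transfected cells with DMSO and 100% = empty-vector control cells with DMSO; inhibition shows as a rise in luminescence from relieved DAX1 repression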
Target sequence (P51843 207-470 limits assumed): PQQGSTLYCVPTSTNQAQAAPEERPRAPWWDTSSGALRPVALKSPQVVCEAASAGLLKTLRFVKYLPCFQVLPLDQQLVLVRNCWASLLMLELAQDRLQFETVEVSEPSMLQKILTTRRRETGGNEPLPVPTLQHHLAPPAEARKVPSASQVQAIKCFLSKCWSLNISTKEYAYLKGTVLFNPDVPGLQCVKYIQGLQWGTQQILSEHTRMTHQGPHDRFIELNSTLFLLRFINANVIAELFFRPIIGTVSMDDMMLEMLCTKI
An asterisk follows results filed as active.

`NS(=O)(=O)c1cccc(NC(=O)COC(=O)CCc2ccccc2)c1` gave SMARCA2 act 0, PLC-beta3 inh -4, HGIII-sPLA2 inh -2, ssDAF-12 act -0.1, PG9 Ab binder -0.8, hgDAF12 agonist 2.9, DAX1 inh-1 0.1, FXN GAA850 act 1.3, hcDAF-12 act 0.3, NR1D1 modulator 5 and DAX1 inh-2 0.0.
Screening Cc1ccccc1NC(=O)/C=C/c1cccc(C(F)(F)F)c1 returned SMARCA2 act 0, PLC-beta3 inh 1, HGIII-sPLA2 inh -10, ssDAF-12 act -1.3, PG9 Ab binder 0.8, hgDAF12 agonist 4.2, DAX1 inh-1 0.3, FXN GAA850 act 3.9, hcDAF-12 act 0.0, NR1D1 modulator 2 and DAX1 inh-2 0.7.
For c1cn2cc(-c3ccc4c(c3)OCO4)nc2s1 the results were SMARCA2 act 1, PLC-beta3 inh 0, HGIII-sPLA2 inh 2, ssDAF-12 act 1.6*, PG9 Ab binder 0.8, hgDAF12 agonist 16*, DAX1 inh-1 4.3*, FXN GAA850 act 6.4, hcDAF-12 act 6.5*, NR1D1 modulator 0 and DAX1 inh-2 -0.3.
For CCCc1c(-c2ccc(Cl)cc2)ncn1Cc1ccccc1OC the results were SMARCA2 act -1, PLC-beta3 inh 0, HGIII-sPLA2 inh -1, ssDAF-12 act -1.4, PG9 Ab binder -0.8, hgDAF12 agonist -2.4, DAX1 inh-1 -1.5, hcDAF-12 act -3.6 and NR1D1 modulator -3.
Screening Cc1ccc(C(=O)NNC(=O)C2CCN(Cc3ccc(Cl)c(Cl)c3)CC2)cc1 returned SMARCA2 act 0, PLC-beta3 inh 3, HGIII-sPLA2 inh -3, ssDAF-12 act -1.2, PG9 Ab binder -3.7, hgDAF12 agonist 1.2, DAX1 inh-1 0.5, FXN GAA850 act -1.5, hcDAF-12 act -0.9, NR1D1 modulator -2 and DAX1 inh-2 0.4.
`O=C1NC(c2cn(-c3ccccc3)nc2-c2cccs2)C(C(=O)c2cccnc2)C(O)(C(F)(F)F)N1` (stereo unspecified) gave SMARCA2 act 0, PLC-beta3 inh -8, HGIII-sPLA2 inh -2, ssDAF-12 act -1.4, PG9 Ab binder -0.6, hgDAF12 agonist 2.1, DAX1 inh-1 0.0, FXN GAA850 act 1.4, hcDAF-12 act -0.6, NR1D1 modulator -1 and DAX1 inh-2 -0.6.
CCCCCCCCNCCS(=O)(=O)NCc1ccccc1OC was read as SMARCA2 act -1, PLC-beta3 inh -2, HGIII-sPLA2 inh -13, ssDAF-12 act -0.6, PG9 Ab binder 1.7, hgDAF12 agonist 3.2, DAX1 inh-1 1.1, FXN GAA850 act -1.2, hcDAF-12 act -0.7, NR1D1 modulator 0 and DAX1 inh-2 -0.6.
For CCOC(=O)N1CCC2(CC1)NC(=O)c1ccccc1N2 the results were SMARCA2 act -1, PLC-beta3 inh -493, HGIII-sPLA2 inh -3, ssDAF-12 act -0.4, PG9 Ab binder 0.5, hgDAF12 agonist -1.5, DAX1 inh-1 0.5, FXN GAA850 act -2.7, hcDAF-12 act 0.3, NR1D1 modulator -5 and DAX1 inh-2 0.1.
Screening COC(=O)c1c(-c2ccc(OC)cc2)sc2cc(OC)c(OC)cc12 returned SMARCA2 act 1, PLC-beta3 inh inactive, HGIII-sPLA2 inh -9, ssDAF-12 act -1.9, PG9 Ab binder 1.2, hgDAF12 agonist 1.7, DAX1 inh-1 -0.9, FXN GAA850 act 0.4, hcDAF-12 act -1.8, NR1D1 modulator 6 and DAX1 inh-2 0.0.
Screening O=C(Cc1ccc(Br)cc1)Nc1ccccc1N1CCCC1 returned SMARCA2 act 0, PLC-beta3 inh -9, HGIII-sPLA2 inh 5, ssDAF-12 act -1.0, PG9 Ab binder -3.4, hgDAF12 agonist -0.6, DAX1 inh-1 -0.5, FXN GAA850 act -0.8, hcDAF-12 act -1.2, NR1D1 modulator 6 and DAX1 inh-2 0.2.
Screening CCCCNC(=O)c1nc(C2CCN(S(=O)(=O)c3ccc(F)c(F)c3)CC2)oc1-c1ccccc1 returned SMARCA2 act 3, PLC-beta3 inh 2, HGIII-sPLA2 inh 1, ssDAF-12 act -1.2, PG9 Ab binder 1.4, hgDAF12 agonist 4.0, DAX1 inh-1 0.8, hcDAF-12 act -0.1 and NR1D1 modulator 5.
For CCOC(=O)CSc1cc(CS(C)(=O)=O)nc(-c2ccccn2)n1 the results were SMARCA2 act 3, PLC-beta3 inh 1, HGIII-sPLA2 inh 3, ssDAF-12 act -0.9, PG9 Ab binder -2.1, hgDAF12 agonist 2.9, DAX1 inh-1 0.2, FXN GAA850 act 1.8, hcDAF-12 act -0.4, NR1D1 modulator -5 and DAX1 inh-2 -0.3.
`O=C(NCCCN1CCOCC1)c1cc2nc(-c3ccco3)cc(C(F)(F)F)n2n1` gave SMARCA2 act -2, PLC-beta3 inh inactive, HGIII-sPLA2 inh 5, ssDAF-12 act -0.5, PG9 Ab binder 1.1, hgDAF12 agonist -1.3, DAX1 inh-1 -0.1, FXN GAA850 act 1.3, hcDAF-12 act -2.4, NR1D1 modulator 2 and DAX1 inh-2 -0.1.
Screening COc1cc(NC(=O)C/C(C)=N/NC(=O)c2ccccn2)c(OC)cc1Cl returned SMARCA2 act 3, PLC-beta3 inh -5, HGIII-sPLA2 inh -11, ssDAF-12 act 0.3, PG9 Ab binder -1.6, hgDAF12 agonist 13*, DAX1 inh-1 1.5, FXN GAA850 act 4.1, hcDAF-12 act 4.0, NR1D1 modulator -5 and DAX1 inh-2 0.7.
For CCOC(=O)c1oc2ccc(OC)cc2c1NC(=O)CN1CCN(C)CC1 the results were SMARCA2 act -2, PLC-beta3 inh -226, HGIII-sPLA2 inh -12, ssDAF-12 act -1.2, PG9 Ab binder 1.8, hgDAF12 agonist 1.8, DAX1 inh-1 -0.5, FXN GAA850 act 0.3, hcDAF-12 act -1.3, NR1D1 modulator 1 and DAX1 inh-2 0.6.
For Cc1cccc(-n2ncc3c2CCCC3NC(=O)Cn2cccn2)c1C (stereo unspecified) the results were SMARCA2 act 0, PLC-beta3 inh -7, HGIII-sPLA2 inh 3, ssDAF-12 act -1.1, PG9 Ab binder 2.6, hgDAF12 agonist -2.7, DAX1 inh-1 -0.7, FXN GAA850 act -1.1, hcDAF-12 act -1.4, NR1D1 modulator -5 and DAX1 inh-2 0.7.
Screening COc1cc2ccccc2cc1C(=O)NCC(c1cccs1)N(C)C (stereo unspecified) returned SMARCA2 act 4, PLC-beta3 inh -36, HGIII-sPLA2 inh -6, ssDAF-12 act -0.5, PG9 Ab binder 1.3, hgDAF12 agonist 15*, DAX1 inh-1 10*, FXN GAA850 act 3.3, hcDAF-12 act 6.4*, NR1D1 modulator -4 and DAX1 inh-2 2.5.
CCN(CC)CCNCc1ccc(Br)cc1OCC(=O)NCc1ccccc1 was read as SMARCA2 act 4, PLC-beta3 inh -2, HGIII-sPLA2 inh 0, ssDAF-12 act -0.8, PG9 Ab binder 0.3, hgDAF12 agonist -0.3, DAX1 inh-1 -0.1, FXN GAA850 act 0.4, hcDAF-12 act -0.9, NR1D1 modulator 3 and DAX1 inh-2 2.3.
`O=C(NC1CCCCCCC1)c1ccc(S(=O)(=O)N2CCCC2)cc1` gave SMARCA2 act 1, PLC-beta3 inh 1, HGIII-sPLA2 inh -6, ssDAF-12 act -1.2, PG9 Ab binder -2.1, hgDAF12 agonist 1.0, DAX1 inh-1 -0.5, FXN GAA850 act 1.8, hcDAF-12 act -1.5, NR1D1 modulator 1 and DAX1 inh-2 -0.6.
Screening O=C(CN(C(=O)c1csnn1)c1ccccc1)NCc1ccc2c(c1)OCO2 returned SMARCA2 act 0, PLC-beta3 inh -3, HGIII-sPLA2 inh -2, ssDAF-12 act -1.4, PG9 Ab binder -1.2, hgDAF12 agonist 2.3, DAX1 inh-1 -0.4, FXN GAA850 act 2.5, hcDAF-12 act -1.2, NR1D1 modulator -2 and DAX1 inh-2 2.7.
CC1(C(=O)Nc2ccc(Cl)cc2)Cc2c(-c3ccc4c(c3)OCO4)ccnc2O1 (stereo unspecified) was read as SMARCA2 act -5, PLC-beta3 inh -4, HGIII-sPLA2 inh 3, ssDAF-12 act -1.3, PG9 Ab binder 0.7, hgDAF12 agonist -1.2, DAX1 inh-1 -0.5, FXN GAA850 act -4.2, hcDAF-12 act -1.8 and NR1D1 modulator 7.
For CC1CCN(S(=O)(=O)c2cccc(C(=O)NCc3ccco3)c2)CC1 the results were SMARCA2 act -1, PLC-beta3 inh -1, HGIII-sPLA2 inh -7, ssDAF-12 act -0.9, PG9 Ab binder 1.2, hgDAF12 agonist -0.7, DAX1 inh-1 -0.5, FXN GAA850 act -2.3, hcDAF-12 act -0.2, NR1D1 modulator -3 and DAX1 inh-2 -0.2.
CCCc1cc(=O)n2[nH]c(-c3ccco3)nc2n1 was read as SMARCA2 act -3, PLC-beta3 inh -3, HGIII-sPLA2 inh 8, ssDAF-12 act -0.9, PG9 Ab binder -0.2, hgDAF12 agonist -1.1, DAX1 inh-1 0.5, FXN GAA850 act 0.5, hcDAF-12 act 0.3, NR1D1 modulator 0 and DAX1 inh-2 0.0.
For CN1CCN(CC(O)COc2ccc(OCC(O)CN3CCN(C)CC3)cc2)CC1 (stereo unspecified) the results were SMARCA2 act -1, PLC-beta3 inh 1, HGIII-sPLA2 inh 0, ssDAF-12 act -0.8, PG9 Ab binder -2.3, hgDAF12 agonist 0.8, DAX1 inh-1 0.4, FXN GAA850 act 1.6, hcDAF-12 act 0.2, NR1D1 modulator -5 and DAX1 inh-2 -1.8.
O=C(NNS(=O)(=O)c1ccc([N+](=O)[O-])cc1)c1cnn(-c2ccccc2)c1-n1cccc1 was read as SMARCA2 act -3, PLC-beta3 inh -2, HGIII-sPLA2 inh -21, ssDAF-12 act -1.4, PG9 Ab binder 1.5, hgDAF12 agonist -4.5, DAX1 inh-1 -0.9, FXN GAA850 act -1.2, hcDAF-12 act -0.5, NR1D1 modulator 3 and DAX1 inh-2 1.3.
Screening CCn1c(SCC(=O)Nc2nc3ccccc3s2)nnc1-c1ccc(Br)cc1 returned SMARCA2 act -1, PLC-beta3 inh -1, HGIII-sPLA2 inh -6, ssDAF-12 act -1.1, PG9 Ab binder 21*, hgDAF12 agonist 2.4, DAX1 inh-1 1.2, FXN GAA850 act 0.8, hcDAF-12 act -1.5, NR1D1 modulator -1 and DAX1 inh-2 1.1.
Cc1nn(CCC(=O)NNC(=O)Nc2ccccc2F)c(C)c1[N+](=O)[O-] was read as SMARCA2 act -3, PLC-beta3 inh 0, HGIII-sPLA2 inh 0, ssDAF-12 act -0.9, hgDAF12 agonist -1.3, DAX1 inh-1 0.1, hcDAF-12 act 1.0 and NR1D1 modulator 2.
`CCOc1cc(/C=C/c2cccc[n+]2C)ccc1OCC(=O)Nc1ccc(C)cc1` gave SMARCA2 act -1, PLC-beta3 inh -380, HGIII-sPLA2 inh -2, ssDAF-12 act -1.0, PG9 Ab binder 0.3, hgDAF12 agonist -0.4, DAX1 inh-1 0.1, FXN GAA850 act 1.5, hcDAF-12 act -2.1, NR1D1 modulator -2 and DAX1 inh-2 2.0.
`COc1ccccc1NC(=O)Nc1ccc2c(c1)CCC2` gave SMARCA2 act 3, PLC-beta3 inh -2, HGIII-sPLA2 inh -15, ssDAF-12 act -0.3, PG9 Ab binder -0.1, hgDAF12 agonist 8.7, DAX1 inh-1 8.1*, FXN GAA850 act 1.9, hcDAF-12 act 3.1, NR1D1 modulator 2 and DAX1 inh-2 0.6.
